hcGAS inh: human cGAS inhibition; inhibition, % at 12.5 µM; recombinant h-cGAS, ATP depletion, Kinase-Glo luminescence; hit rate 0.081% among 290,000; AID 1259398;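 note: 0% = vehicle reaction and 100% = reaction without DNA for no activity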
Target sequence (Q8N884 whole entry, looked up): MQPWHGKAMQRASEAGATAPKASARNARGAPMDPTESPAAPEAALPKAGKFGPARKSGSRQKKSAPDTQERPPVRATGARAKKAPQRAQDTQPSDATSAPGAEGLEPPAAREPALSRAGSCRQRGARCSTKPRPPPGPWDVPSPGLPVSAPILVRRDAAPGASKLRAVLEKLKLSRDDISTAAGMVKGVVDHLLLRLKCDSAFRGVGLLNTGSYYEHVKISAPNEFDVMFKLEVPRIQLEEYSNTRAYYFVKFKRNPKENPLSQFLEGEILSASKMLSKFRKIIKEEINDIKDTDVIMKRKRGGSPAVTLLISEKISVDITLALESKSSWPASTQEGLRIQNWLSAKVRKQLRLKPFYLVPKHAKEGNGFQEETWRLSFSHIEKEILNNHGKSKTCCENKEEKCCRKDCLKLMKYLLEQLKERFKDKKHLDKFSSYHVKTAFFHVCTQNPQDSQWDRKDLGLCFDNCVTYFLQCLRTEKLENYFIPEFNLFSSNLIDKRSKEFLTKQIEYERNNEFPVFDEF
mcGAS inh: blocks mouse cGAS activity. recombinant cGAS, Kinase-Glo ATP depletion luminescence. inhibition, % at 12.5 µM. hit rate 0.15% among 160,000. AID 1259399;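 note: 0% = negative control wells and 100% = reference inhibitor with no enzyme activity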
NPYLR7 agonist: mosquito NPYLR7 agonism. HEK293T NPYLR7/Galpha15, GCaMP6s calcium fluorescence. activation, % at 10 µM. hit rate 0.15% among 270,000. AID 1259423; in the data active = activation above about 40%;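 note: 0% = vehicle and 100% = reference agonist at the receptor; some compounds past the cut are filed as inactive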
* hit, by the source's call; . = not tested or not shown. Cut-off read from the data, not from the text of the source, unless noted: active = inhibition above about 40%; inactive = the rest.

The first 4 entries as a preview:
mol	hcGAS inh	mcGAS inh	NPYLR7 agonist
CCNC(=O)Nc1ccc(N(C)C)c(CN(Cc2ccc(F)cc2)C(=O)c2ccco2)c1	-2	-8	2
COc1ccccc1Oc1c(CN(CC(O)COc2ccccc2)C2CC2)c(C)nn1-c1ccccc1 (configuration not stated)	-2	-5	8
COCCN(Cc1c(-c2ccccc2)nn(C)c1Oc1cccc(OC)c1)CC(O)CN1CCOCC1 (configuration not stated)	-2	-6	5
Cc1cc(C)n2nc(C(=O)N(C)Cc3ccc(C(C)C)cc3)nc2n1	-6	.	2

The listing, from the first entry:
mol	hcGAS inh	mcGAS inh	NPYLR7 agonist
CCNC(=O)Nc1ccc(N(C)C)c(CN(Cc2ccc(F)cc2)C(=O)c2ccco2)c1	-2	-8	2
COc1ccccc1Oc1c(CN(CC(O)COc2ccccc2)C2CC2)c(C)nn1-c1ccccc1 (configuration not stated)	-2	-5	8
COCCN(Cc1c(-c2ccccc2)nn(C)c1Oc1cccc(OC)c1)CC(O)CN1CCOCC1 (configuration not stated)	-2	-6	5
Cc1cc(C)n2nc(C(=O)N(C)Cc3ccc(C(C)C)cc3)nc2n1	-6	.	2
COc1ccc(-c2nc3ccc(C)cn3c2NC(=O)c2ccc(Cl)cc2)cc1OC	-2	-5	-5
CCCc1nc(N2CCCN(C(=O)c3ccc(Cl)cc3)CC2)c2c(C)nn(-c3ccccc3)c2n1	-11	-10	.
NC(=O)c1cccc(C(=O)N=c2sccn2Cc2ccccc2F)c1	-5	-5	0
Cc1ccc2nc(SCC(=O)Nc3ccccc3C)nc(=O)n2c1	0	-1	3
COCC(=O)N1CCN(c2nc(Cc3ccc(C)cc3)nc3c2c(C)nn3-c2ccc(F)cc2)CC1	2	-1	-21
CN1CCN(C(=O)CCNC(=O)c2ccsc2)c2ccc(F)cc21	0	.	-5
O=C(NCCC1=CCCCC1)c1cncn1-c1cccc(-c2cccc3c2sc2ccccc23)c1	1	0	-5
COc1ccc(N2CCN(C(=O)c3cccs3)C(C)C2=O)cc1OC (configuration not stated)	-4	-4	-10
CCOC(=O)CC(=O)CSc1cc(C(C)(C)C)nc2c(-c3ccccc3)c(C)nn12	-5	-7	-2
COc1ccc(C2SCC(=O)N2CC(=O)NCc2ccc(F)cc2)cc1OC (configuration not stated)	-5	-6	-5
Fc1ccccc1-c1n[nH]c(=S)n1N=Cc1ccc(-c2ccccc2Cl)o1	-3	.	7
CC(NP1(=O)C=C(c2ccccc2)OC(c2ccccc2)=C1)C1CC2CCC1C2 (configuration not stated)	-4	.	0
CC(=O)Nc1ccc(NC(=O)CSc2nc(=O)n(Cc3ccncc3)c3c2CCC3)cc1	-9	-10	12
COc1ccccc1-c1cc(N)n(-c2ccc(C)cc2)n1	-5	.	5
c1ccc(C2=Nc3ccccc3SC2c2nc3ccccc3[nH]2)cc1 (configuration not stated)	-2	.	11
CCC(=O)C(C)Sc1n[nH]c(-c2ccc(CC)cc2)n1 (configuration not stated)	-5	.	9
CCN(CC)CCCn1c2c(c(SCC(=O)Nc3cccc(Cl)c3C)nc1=O)CCC2	-6	-6	-2
CCN1CCn2c(C)nc(C(=O)Nc3cnc4n3CCCC4)c2C1=O	-4	-19	0
CCOC(=O)CN(C(=O)c1ccc(C)cc1)N(C(=O)c1ccc(C)cc1)C(C)(C)C	-2	.	-11
CCN(CC)C(=O)Oc1ccc2c(ccn2Cc2ccc(Cl)cc2)c1-c1ccc(OC)c(OC)c1	-2	-4	3
O=C(CSc1nc2ccccc2s1)Nc1ccccc1Oc1ccccc1	-3	-6	-2
Cc1nnn(CC(=O)NS(=O)(=O)c2ccc(C(C)(C)C)cc2)c1COc1ccc2ccccc2c1	-9	.	5
Cc1cc(=O)n2[nH]cc(-c3ccccc3)c2n1	2	11	-9
CCOc1ccc(-c2cc3c(=O)n(CC(=O)Nc4ccccc4)ccn3n2)cc1	-7	-9	6
CN1CCN(C(CNS(C)(=O)=O)c2ccc(N(C)C)cc2)CC1 (configuration not stated)	0	-2	1
CCCCSc1nnc2c(n1)OC(c1ccc(Cl)cc1)Nc1ccccc1-2 (configuration not stated)	2	-2	12
O=C(NCCN1CCCCC1=O)c1cc(Cn2ccc3ccccc32)[nH]n1	-8	.	3
O=C(CN1CCOC1=O)NCc1cnn2ccccc12	-4	-16	-4
CC1=C(C(=O)NC(C)C)C2(CCC(C)CC2)OC1=O (configuration not stated)	-6	-3	5
CC(=O)c1cccc2c1OC(C)C(=O)N2Cc1cccc(F)c1 (configuration not stated)	2	.	3
COCCN(Cc1cccc(OS(=O)(=O)c2cccc(C(F)(F)F)c2)c1)C(=O)COc1ccccc1	-18	-5	-1
Cn1c(=O)oc2cc(NC(=O)C3CCCC(C(F)(F)F)C3)ccc21 (configuration not stated)	-13	.	8
O=C(NCC(=O)N1CCCC1)c1n[nH]c(=O)c2ccccc12	-3	-3	-1
COc1ccc(CCCNC(=O)c2ccc(N3CC(O)C3)nc2)cc1	-5	.	3
O=C(NC1CC(=O)N(C2Cc3ccccc3C2)C1)c1cc[n+]([O-])cc1 (configuration not stated)	-11	.	0
COc1cccc(CNC(=O)CCC2CCCN(c3cc(C)nc(N4CCCC4)n3)C2)c1 (configuration not stated)	-13	-11	8
C/C=C/C(=O)N1CCC(n2c(=O)oc3ccc(C(C)(C)C)cc32)CC1	-15	-8	5
Cc1ccc(N2CCN(C(=O)c3ccc(Cl)c(Cl)c3)C(C)C2=O)cc1F (configuration not stated)	-9	-8	22
CCN(CC1CCOCC1)C(=O)C1CCCN(Cc2ccco2)C1 (configuration not stated)	-6	.	5
CN(CCc1ccccc1)C(=O)C1CCN(Cc2c(-c3ccco3)nc3ccccn23)CC1	-3	.	-1
COc1c(C)cc(C(=O)C2CCCN(Cc3cnc(N(C)C)s3)C2)cc1C (configuration not stated)	2	.	-3
Cc1ccsc1CN(Cc1ccccc1)C(=O)CN(C(=O)c1ccc(Br)cc1)C1CCCCC1	-5	-4	18
COc1ccc(-c2c(C)c3ccc4c(c3oc2=O)CN(C2CCS(=O)(=O)C2)CO4)cc1OC (configuration not stated)	7	0	0
COc1ccccc1NC(=O)c1c(O)c2ccccc2n(C)c1=O	-2	-8	21
O=S(=O)(c1ccc(N2CCN(Cc3ccc4c(c3)OCO4)CC2)nc1)N1CCCC1	-4	.	3
CC(C)c1cc(C(C)C)n(C2CCN(C(=O)c3ccc(F)c(F)c3)CC2)n1	-1	-4	2
CCc1nnc(-c2cc3ccccc3n2CC(=O)N2CCCC2)o1	-2	-8	2
COC(=O)c1cc2n(n1)CCCN(C(=O)CSc1nc(C)cs1)C2	-7	-10	3
Cc1cccn2c(CNC(=O)C3CC(=O)N(CC(C)C)C3)cnc12 (configuration not stated)	-6	.	6
Cc1cccc(Cn2c(=O)c(C(=O)N3CCN(C)CC3)nn(-c3ccc(Cl)cc3)c2=O)c1	-2	-3	3
Cc1cc(C)c(C(=O)CSc2nnc(C)c(=O)[nH]2)cc1C	-4	.	-4
CC(C)(C)c1ccc(CC(=O)N2CCC2(C)C(=O)Nc2cccc3cccnc23)cc1 (configuration not stated)	-2	-2	-3
Cc1ccc(N(CC(=O)N2CCCC(O)(CO)CC2)S(C)(=O)=O)cc1 (configuration not stated)	1	.	5
CC(C)NCC(=O)N(c1ccccc1)N1CCOCC1	-3	-5	-16
CC(C)c1cc(N2CC(c3ccncc3)C2)nc(C(F)(F)F)n1	-7	.	7
COCC(=O)Nc1ccc(N(C)C)c(CN(C(=O)c2ccco2)C2CCCCC2)c1	-5	-6	24

Look-ups from the results shown:
CC(C)c1cc(C(C)C)n(C2CCN(C(=O)c3ccc(F)c(F)c3)CC2)n1 in mcGAS inh = -4
COC(=O)c1cc2n(n1)CCCN(C(=O)CSc1nc(C)cs1)C2 in hcGAS inh = -7
COc1ccccc1NC(=O)c1c(O)c2ccccc2n(C)c1=O in mcGAS inh = -8
Cc1ccc(N(CC(=O)N2CCCC(O)(CO)CC2)S(C)(=O)=O)cc1 (configuration not stated) in hcGAS inh = 1
COc1ccc(-c2c(C)c3ccc4c(c3oc2=O)CN(C2CCS(=O)(=O)C2)CO4)cc1OC (configuration not stated) in mcGAS inh = 0
CC(C)NCC(=O)N(c1ccccc1)N1CCOCC1 in hcGAS inh = -3
CCc1nnc(-c2cc3ccccc3n2CC(=O)N2CCCC2)o1 in mcGAS inh = -8

Full records, looked up by structure. Order of screens: hcGAS inh	mcGAS inh	NPYLR7 agonist
Profile of `Cc1ccc(N2CCN(C(=O)c3ccc(Cl)c(Cl)c3)C(C)C2=O)cc1F` (configuration not stated) = -9	-8	22
Profile of `CC(C)c1cc(C(C)C)n(C2CCN(C(=O)c3ccc(F)c(F)c3)CC2)n1` = -1	-4	2

Following part.
mol	hcGAS inh	mcGAS inh	NPYLR7 agonist
COCCCNC(=O)C(NC(=O)C1CC1)C1CCN(C(=O)c2cccc(F)c2)CC1 (configuration not stated)	-4	0	-9
Cc1onc(C(=O)N2C(C)CCCC2C)c1[N+](=O)[O-] (configuration not stated)	-5	-4	9
CCOc1ccc(S(=O)(=O)N(C)c2ncccc2F)c2ccccc12	-6	-15	-7
C=CCC(c1ccncc1)[N+]([O-])=Cc1ccccc1 (configuration not stated)	-2	-2	-9
CN1N=C(c2ccc3c(c2)OCCO3)CC1c1cnn(C)c1 (configuration not stated)	6	.	-1
Cc1ccc(C2=NN(C(=O)CCCc3ccccc3)C(O)(C(F)(F)F)C2)cc1 (configuration not stated)	0	.	-3
Nc1nc(SCC(=O)CSc2n[nH]c(N)n2)n[nH]1	1	-3	-1
COc1ccc2n[nH]c(CN3CCN(c4ncnc5ccccc45)CC3)c2c1	-1	.	1
Cc1cc(C(=O)CN2CC(C)CC(C)C2)c(C)n1NC(=O)c1nn(C)c(=O)c2ccccc12 (configuration not stated)	-6	.	4
CCC(C)(C)C1CCC(=NNc2ccc([N+](=O)[O-])cc2)CC1 (configuration not stated)	1	.	-13
O=C(NCCC(=O)N1CCOC(COCc2ccccc2F)C1)OCc1ccccc1 (configuration not stated)	1	.	5
O=C(O)C1(O)CCN(c2ncc(Cl)cc2Cl)CC1	-5	.	6
CCC(NC(=O)Cc1ccc2c(c1)OCO2)c1cc(C)ccn1 (configuration not stated)	-6	-23	2
CCN(CC)C1CCN(CCn2nccc2C)C1 (configuration not stated)	-10	-7	.
Cn1cc(C(=O)NCc2ccc(Cl)cc2)c2[nH]c(=O)n(-c3ccc(Cl)cc3)c(=O)c21	-10	.	1
Cc1ccc2oc(-c3cc(NC(=O)c4ccc(F)cc4)ccc3Cl)nc2c1	-4	-3	4
Cc1cc(C)c2c(CC(=O)NCCc3nnc(N)s3)coc2c1C	-5	.	14
CCC(=O)c1ccc(OCC(=O)NC[C@H]2C[C@H]3C=C[C@H]2C32CC2)cc1	-5	-7	0
O=C(Nc1ccc2c(c1)OCO2)C1CC(=O)N(c2ccc3c(c2)OCCO3)C1 (configuration not stated)	-5	-7	4
CCCCCCNc1ccccc1Br	-6	.	9
CCN1CCNC(=O)C1CC(=O)N1CCc2[nH]nc(-c3ccccc3F)c2C1 (configuration not stated)	0	.	4
O=C(c1ccc(Cl)cc1)c1ccc2[nH]c(=O)[nH]c2c1	-4	-15	5
CCOc1ccccc1CN1CCN(Cc2ccc(O)c(OC)c2)CC1CCO (configuration not stated)	-5	.	-7
CCOc1ccc(N(C(C)=O)c2nc(C)cc(C)c2C#N)cc1	-4	-6	-4
O=S(=O)(Nc1nc2ccccc2s1)c1ccc(Cl)s1	1	.	0
O=C(C1CC1)N1CCSC12C(=O)N(Cc1c(F)cccc1F)c1ccccc12 (configuration not stated)	-11	-6	3
Cc1ccc(-n2nnc3c(SCC(=O)N4CCCCC4)ncnc32)cc1	-8	-8	12
COc1ccccc1C(=O)Nc1ccc2c(c1)CN(C(=O)c1c(F)cccc1Cl)CC2	-1	.	-11
CCc1ccc(-c2nccn2-c2cccnc2OC)o1	-9	-12	7
COCc1cc(C(=O)NCc2cccnc2-n2ccnc2)ccc1OC	0	.	5
CC(C)N1CCC(C(=O)NC[C@H]2C[C@H]3C=C[C@H]2C32CC2)CC1	-4	1	.
CC1=NC2=C(C(=O)CCC2)C(c2ccc(Br)cc2)C1C#N (configuration not stated)	4	1	0
CN(C)S(=O)(=O)c1ccc(NC(=O)c2ccc(-c3ccccc3)n2C)cc1	-4	-15	1

Laid out differently: 3 of the compounds above
Below each compound: hcGAS inh | mcGAS inh | NPYLR7 agonist
Cn1cc(C(=O)NCc2ccc(Cl)cc2)c2[nH]c(=O)n(-c3ccc(Cl)cc3)c(=O)c21
  -10 | . | 1
Cc1ccc2oc(-c3cc(NC(=O)c4ccc(F)cc4)ccc3Cl)nc2c1
  -4 | -3 | 4
Cc1cc(C)c2c(CC(=O)NCCc3nnc(N)s3)coc2c1C
  -5 | . | 14
